G9a inh = blocks human histone lysine methyltransferase G9a; Q96KQ7; G9a H3K9 monomethylation, AlphaScreen, 2 h; Potency, µM (doses to about 102 µM), inactives show top-dose activity, negative = inhibition, most hits filed as inhibitors; 350,000 tested, 8.8% active; AID 504332; note: potency is the fitted concentration of half-maximal effect; % is set by controls: 0 for no effect and ±100 for the full control effect; nearly all actives have a fitted effect of over 75% in size
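Step 1: enzyme (final 20 nM) with compound, 15 min RT. Step 2: substrate peptide 500 nM and SAM 20 uM, 2 h RT. Step 3: anti-H3K9me1 antibody and AlphaScreen beads, 10 min, then plate read.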
BAZ2B inh = blocks human BAZ2B; AlphaScreen BAZ2B-H3K14Ac peptide displacement; Potency, µM (top dose mostly 114 µM), inactives show top-dose activity change, negative = inhibition, actives largely listed as inhibitors; AID 504333; 360,000 tested, 4.4% active; Q9UIF8; note: potency is the fitted concentration of half-maximal effect; % is set by controls: 0 for no effect and ±100 for the full control effect; nearly all actives have a fitted effect of over 60% in size
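AlphaScreen luminescence quantifies BAZ2B engagement of H3K14Ac peptide; the protein and biotinylated peptide are both at 50 nM final, buffer PBS pH 7.4 with 0.01% Tween-20, all steps at room temperature.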
Pin1 inh = inhibitors of human Pin1; AID 504891; Potency, µM (titrated, usually from 115 µM), inactives show at the highest dose activity, negative = inhibition, usual class: inhibitors; Q13526; Pin1 FP peptide displacement, HiFluor488, 10 min; 390,000 tested, 0.009% active; active = well fitted inhibition curve with a large enough effect in the polarisation, with a control signal flat, not every such curve was filed as active; inconclusive = small, poorly fitted or top-dose-only effect, or effect the other way, or a change in a side signal; inactive = no such curve, though single readings can be large or run the other way; the % refers to the polarisation; note: potency is the fitted concentration of half-maximal effect; % is set by controls: 0 for no effect and ±100 for the full control effect
Target sequence (Q13526 whole entry, looked up): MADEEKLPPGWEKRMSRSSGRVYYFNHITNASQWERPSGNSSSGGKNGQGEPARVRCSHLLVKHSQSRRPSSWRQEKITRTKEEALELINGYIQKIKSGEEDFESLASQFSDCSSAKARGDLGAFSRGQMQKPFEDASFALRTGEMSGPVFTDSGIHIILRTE
HP1b chromo inh = blocks HP1-beta chromodomain binding to methylated histone tails; 390,000 tested, 0.56% active; AlphaScreen HP1-beta / biotin-H3K9me3 peptide binding; Potency, µM (top dose mostly 114 µM), inactives show at the top dose activity change, negative = inhibition, actives largely listed as inhibitors; AID 540317; note: potency is the fitted concentration of half-maximal effect; nearly all actives have a fitted effect of over 70% in size; inactives centre near 23
Target sequence (P83916 whole entry, looked up): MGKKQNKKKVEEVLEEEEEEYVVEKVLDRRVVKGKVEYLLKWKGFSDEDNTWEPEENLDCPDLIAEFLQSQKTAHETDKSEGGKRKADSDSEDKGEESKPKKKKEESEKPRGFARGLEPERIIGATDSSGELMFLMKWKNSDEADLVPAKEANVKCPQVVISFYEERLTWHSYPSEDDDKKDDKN
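HP1-beta protein (50 nM final) preincubated 30 min at room temperature with biotinylated H3(1-18)K9me3 peptide (50 nM) in PBS pH 7.4, 0.01% Tween-20, then compound added for 30 min. AlphaScreen streptavidin donor/nickel chelate acceptor beads (10 ug/mL final), 30 min dark, luminescence read.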
PI4K2A block = inhibitors of human PI4K2A | Q9BTU6 | purified PI4K2A, ADP-Glo luminescence, 1 h; hits give low values | activity change, negative = inhibition, % at 76.9 µM | 420,000 tested, 0.13% active; in the data active = activity change below about -50%; inconclusive = mostly about -30% to -49%;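 note: -100% = wells without enzyme as full effect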
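Compounds are screened against recombinant PI4K2A using PI as substrate and ATP, the latter dispensed at 300 microM. Reactions run one hour at ambient temperature before ADP-Glo detection; full inhibition defined by wells lacking enzyme.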
Pol eta inh = blocks human DNA polymerase eta activity | Q9Y253 | recombinant Pol eta, fluorescent DNA replication assay | Potency, µM (series often up to 114 µM), inactives show top-dose activity change, negative = inhibition, most hits filed as inhibitors | 390,000 tested, 1.2% active; note: potency is the fitted concentration of half-maximal effect; % is set by controls: 0 for no effect and ±100 for the full control effect
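Fluorescent replication assay: 50 nM final substrate added after a 15 min room-temperature compound preincubation with 10 nM enzyme. Signal taken at 0 min and again at 10 min.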
PGK inhibitor = inhibitors of T. brucei phosphoglycerate kinase. P07378. PGK/GAPDH coupled, Kinase-Glo luminescence, 60 min. Potency, µM (top dose mostly 57.5 µM), inactives show top-dose activity change, negative = inhibition, usual class: inhibitors. 380,000 tested, 0.043% active; note: potency is the fitted concentration of half-maximal effect; % is set by controls: 0 for no effect and ±100 for the full control effect; nearly all actives have a fitted effect of over 60% in size
Target sequence (P07378 whole entry, looked up): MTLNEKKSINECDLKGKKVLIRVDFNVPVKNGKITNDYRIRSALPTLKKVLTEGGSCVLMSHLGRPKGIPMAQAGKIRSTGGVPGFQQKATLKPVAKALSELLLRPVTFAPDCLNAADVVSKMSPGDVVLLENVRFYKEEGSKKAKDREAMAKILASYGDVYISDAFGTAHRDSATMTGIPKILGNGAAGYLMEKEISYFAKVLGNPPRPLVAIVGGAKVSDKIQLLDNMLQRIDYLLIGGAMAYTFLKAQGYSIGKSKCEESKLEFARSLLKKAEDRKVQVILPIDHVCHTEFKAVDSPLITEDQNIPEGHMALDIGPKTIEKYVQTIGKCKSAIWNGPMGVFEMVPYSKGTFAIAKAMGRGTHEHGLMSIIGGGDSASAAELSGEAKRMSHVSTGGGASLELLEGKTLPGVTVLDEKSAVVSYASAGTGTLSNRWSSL
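Recombinant glycosomal PGK reaction used 1,3-bisphosphoglycerate generated in-well by GAPDH (100nM final) in 100mM TEA pH 7.6, 5mM MgCl2, 0.01% Tween-20. After 60 minutes at room temperature, ATP was read by Kinase-Glo Plus luminescence end-point.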
GLS inhibitor = glutaminase GLS (human) inhibition | Potency, µM (top dose mostly 45.5 µM), inactives show at the highest dose activity change, negative = inhibition, actives largely listed as inhibitors | 410,000 tested, 0.21% active | GLS enzymatic activity, qHTS titration; note: potency is the fitted concentration of half-maximal effect; % is set by controls: 0 for no effect and ±100 for the full control effect
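hKGA in 45 mM KH2PO4 pH 8.2, 0.02% Tween-20 with pin-transferred compounds; 1 mM L-glutamine (stock) plus glutamate oxidase/HRP/Amplex Red coupling added. Fluorescence read initially and after 30 min at RT.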
JMJD2A Tudor = inhibitors of human JMJD2A Tudor domain; AlphaScreen JMJD2A-Tudor / H3K4me3 peptide binding; Potency, µM (top dose mostly 114 µM), for the others: at the highest dose activity change, negative = inhibition, most hits filed as inhibitors; 390,000 tested, 4.4% active; O75164; note: potency is the fitted concentration of half-maximal effect; % is set by controls: 0 for no effect and ±100 for the full control effect; nearly all actives have a fitted effect of over 50% in size
Starred values were filed as active, the others as inactive; i = inactive; ? = inconclusive; · = not tested or not shown; [ ] = remark or other dose. Unless noted, calls come from the whole dose curve; as a rule, active = well fitted curve in the direction sought with a large enough effect; inconclusive = small, poorly fitted or top-dose-only effect, or another doubt; inactive = no such curve, though single readings can be large; an effect the other way counts as inactive or inconclusive.

SMILES	G9a inh	BAZ2B inh	Pin1 inh	HP1b chromo inh	PI4K2A block	Pol eta inh	PGK inhibitor	GLS inhibitor	JMJD2A Tudor
CCc1nnc(NC(=O)c2ccc3c(c2)C(=O)N(C(C)(C)C)C3=O)s1	4.6%	1.1%	-3.7%	57.2%	-0.1	-8.7%	-1.5%	3.6%	-0.7%
Cc1ccc(S(=O)(=O)CC(=O)Nc2sc(C)c(C)c2C(N)=O)cc1	-22.4%[0.501 µM]	-4.0%	-1.1%	10.9%	-3.0	-16.5%	-3.7%	-3.3%	-32.3%
Cc1cc2nc(NC(=O)c3ccc(S(=O)(=O)N4CCOCC4)cc3)sc2cc1C	-1.9%[59 µM]	0.5%	-10.2%	19.7%[57 µM]	0.2	-10.6%	i	-6.6%	-8.4%
CCCCCNS(=O)(=O)c1cc(C)ccc1OC	-11.3%	16.4%	-7.9%	43.8%[activator]	-1.3	-13.2%	-2.6%	0.3%	2.4%
ONC(=Nc1ccccc1Cl)c1ccccc1Cl	-19.3%	-11.8%	0.6%	24.7%	-2.3	-8.1%	i	9.7%	-18.6%
Cc1ccc(C(=O)CCC(=O)Nc2cccc(C(F)(F)F)c2)cc1	2.1%	-2.4%	2.7%	·	-10.6	-17.3%	-2.3%	2.4%	-1.1%
COc1cc(CNCc2ccccn2)ccc1OCc1ccc(Cl)cc1	9.1%[59 µM]	?	-2.7%	17.9%	-2.7	-17.3%	-5.3%	0.9%	25.1µM*
Cc1ccccc1OCC(=O)Nc1ccncc1	6.8%	-14.3%	2.6%	5.3%	2.5	-14.5%	-0.5%	6.5%	-14.0%
CCOC(=O)c1c(C)[nH]c(C)c1C(=O)CSc1ncccn1	?	-23.0%	-1.9%	26.9%	-1.1	-5.3%	-4.7%	-5.1%	-20.5%
C=CCOc1ccccc1CN1CCCN(C)CC1	8.91µM*	70.8µM*	-3.1%	?	0.7	-0.6%	-2.0%	11.6%	10µM*
COc1cccc(NC(=O)CSc2nccn2-c2cccc(OC)c2)c1	39.8µM*	?	-0.5%	-25.1%	-5.0	-6.1%	3.5%	16.9%	?
COc1cc2c(cc1OC)CN(S(=O)(=O)c1cccc(F)c1)CC2	16.1%	-4.5%	1.4%	26.6%	-0.7	-11.0%	-6.2%	0.6%	-13.7%
Cc1cccc(NC(=O)c2ccccc2NC(=O)C(C)(C)C)n1	-8.0%[59 µM]	21.9%	-0.3%	55.9%[activator]	-1.8	5.3%	-7.4%	8.4%	-1.4%
Cc1cccc(NC(=O)c2ccc(Cl)c(S(=O)(=O)N3CCCCCC3)c2)n1	-0.2%[59 µM]	8.9%	5.8%	13.9%	-5.4	-11.3%	-3.5%	5.8%	-22.2%
CCCCCN1C2=NCCN2c2ccccc21	21.4%[59 µM]	-2.4%	0.7%	?	-16.1	-17.3%	-0.2%	34.2%[activator]	-18.3%[11.4 µM]
CCCCCCN1C[C@@H](O)[C@H](n2cc(C3CC3)nn2)C[C@@H]1c1ccc(OC)cc1	·	·	·	·	6.8	-23.8%	-2.7%	-4.6%	·
COc1ccc(OC)c(Nc2nc(-c3cccs3)cs2)c1	?	?	20.2%	-26.7%	-1.5	-17.5%	i	0.0%	?
Cc1ccccc1CSc1nn2c(=O)c(C)nnc2s1	17.2%	·	-12.2%	5.4%	0.1	0.2%	-1.5%	-13.5%	-13.4%
O=C(CCCn1c(=O)oc2ccccc21)Nc1cccnc1	16.9%	-1.3%	-6.5%	38.2%	9.2	-6.7%	i	-1.5%	3.1%
CNC(=S)N1N=C(c2ccc(C)cc2)CC1c1cc(OC)ccc1OC (stereo not drawn)	·	?	5.6%	9.3%	-0.2	-10.5%	-3.6%	-10.6%	?
CC(OC(=O)CCC(=O)c1ccc(F)cc1)C(=O)NC1CCCCC1C (stereo not drawn)	·	-10.8%	-2.2%	8.4%	4.7	-23.0%	-5.9%	-7.8%	-8.1%
CCOC(=O)C1CC(=O)c2cc(OC)c(OC)cc2C1 (stereo not drawn)	15.7%[2.33 µM]	0.7%	-0.6%	27.4%	2.0	?	·	-3.9%	-14.1%
O=C(Nc1ccccc1C(=O)NCCc1ccc(O)cc1)c1ccco1	8.0%	6.6%	4.3%	71.5%[activator]	-4.2	-8.1%	-8.1%	1.3%	3.6%
O=C(NCc1cccs1)C(=O)c1cn(CC(=O)N2CCOCC2)c2ccccc12	-33.2%	·	-3.4%	-5.6%	5.3	-12.9%	-7.4%	45.5%	-16.3%
COc1ncnc2c1ncn2CCCN1CCN(Cc2ccc(C)cc2)CC1	·	·	·	·	3.4	-11.4%	-6.1%	0.8%	·
O=[N+]([O-])c1cc([N+](=O)[O-])c(N2CCCCCC2)cc1NCCO	-46.3%[59 µM]	?	-3.4%	-18.7%	-5.4	-6.1%	-2.1%	1.2%	?
C=CCNC(=O)c1onc(CSc2cccc(OC)c2)c1C(=O)NCC=C	13.0%[59 µM]	6.3%	-1.6%	44.9%[activator]	-2.6	-15.5%	-2.4%	-3.3%	-2.1%
Clc1ccc(CO/N=C2\CCCc3nonc32)c(Cl)c1	259.7%[activator]	176.4%[activator]	-3.7%	324.2%[activator]	1.3	-22.7%	2.4%	-0.5%	206.8%[activator]
N#Cc1c2n(c3c(=O)n(CC(=O)c4ccc(Br)cc4)cnc13)CCCC2	-9.4%	-3.3%	15.1%	12.7%	-1.2	-15.2%	-4.3%	1.9%	-16.2%
COc1ccc(N2CCN(S(=O)(=O)c3cccc4nsnc34)CC2)cc1	-10.9%[12.7 µM]	?	1.0%	-37.4%	-2.3	-8.5%	-1.6%	35.6%[activator]	56.2µM*
Cc1ccc(N=C2NC(=O)CC(C(=O)Nc3cc(C(F)(F)F)ccc3Cl)S2)cc1 (stereo not drawn)	-24.8%[59 µM]	-12.4%	-0.5%	10.8%	-9.8	9.9%	i	-4.8%	-10.4%
O=C(c1ccccc1)N(Cc1cccc(Br)c1)C1CCS(=O)(=O)C1 (stereo not drawn)	-9.2%[59 µM]	-3.3%	2.5%	18.5%[57 µM]	-2.7	-13.7%	-4.0%	0.3%	-7.2%
COc1ccc(Cl)cc1NC(=O)c1noc2c1CCCC2	-10.6%[59 µM]	-10.4%	-8.7%	70.2%[activator]	-5.0	44.8%[activator]	-8.9%	2.1%	-9.6%[11.4 µM]
O=C(CCCCCNC(=O)c1ccccc1)N/N=C/c1ccc(O)cc1O	78.1%[activator][59 µM]	-5.4%	-3.5%	27.9%	-4.2	-3.2%	-3.4%	?	-12.5%
COc1cccc(OC)c1C(=O)Nc1cccc(C(C)=O)c1	28.1%[59 µM]	8.3%	1.0%	2.3%	0.1	-9.7%	-3.5%	-15.5%	-13.0%[57.1 µM]
COc1cc(-c2nc3sccn3c2Nc2c(C)cccc2C)ccc1O	7.6%[59 µM]	11.8%	?	?	-3.5	·	·	2.6%	56.2µM*
NC(=O)c1c(NC(=O)C(=O)N2CCOCC2)sc2c1CCC2	-10.7%	-25.2%	-5.5%	42.0%[activator]	2.2	-14.1%	-2.8%	19.8%	-6.2%
O=C(NCc1nnc(SCC(=O)N2CCCCC2)o1)c1ccc(F)cc1	42.7%	3.0%	0.0%	33.6%	6.1	-20.0%	-8.9%	-1.5%	-7.6%
Cc1ccc(C(=O)CSc2nc(C)cc(SCc3nnc(-c4ccccc4)o3)n2)cc1	14.1%[2.33 µM]	4.2%	-9.6%	42.5%[activator]	3.3	-9.3%	i	-5.6%	1.4%
COc1ccc(OC)c(NC(=O)c2cc3c(=O)n4cccc(C)c4nc3n2C)c1	3.9%[59 µM]	0.8%	-1.2%	30.9%	-5.8	-9.8%	-3.1%	0.4%	3.0%
COC(=O)c1ccccc1NC(=O)CN1CCN(Cc2ccccc2)CC1	-12.7%	-20.3%	-0.5%	57.9%[activator]	-1.4	-7.9%	·	0.5%	-13.8%
COc1ccc(Cl)cc1C(=O)NCCN1CCOCC1	0.3%	-22.4%	?	51.6%[activator]	4.9	-19.1%	-4.1%	-7.6%	7.1%
COc1ccc(-n2c(N)c(C(=O)NCc3ccco3)c3nc4ccccc4nc32)cc1	1.4%[59 µM]	-1.0%	32.3%[activator]	20.1%	-0.2	-6.5%	-4.0%[11.5 µM]	-1.0%	7.7%
Cc1nn(CCC(=O)Nc2cc(F)ccc2F)c(=O)c2nn(-c3ccccc3)c(C)c12	-8.9%[59 µM]	-18.7%	5.0%	20.2%	0.2	7.8%	i	-0.3%	-7.2%
CN(C(=O)c1cccc(S(=O)(=O)N2CCCC2)c1)C1CCCCC1	11.9%[12.7 µM]	6.5%	-3.9%	41.3%[activator]	-3.7	-5.6%	-1.1%	-6.0%	-5.8%
Cc1ccc(NC(=O)c2oc3ccc(S(=O)(=O)N4CCCCCC4)cc3c2C)c(C)c1	1.6%[59 µM]	8.6%	2.4%	54.0%[activator]	-3.1	-12.4%	i	1.3%	-18.3%
Cc1cccc(NC(=O)C(C)Sc2ncnc3sccc23)c1 (stereo not drawn)	·	·	·	·	3.8	-4.1%	-3.3%	2.1%	·
CCCCCCCNC(=O)C1CC(=O)N(C)C(=Nc2ccc(OC)cc2)S1 (stereo not drawn)	-1.7%[59 µM]	10.0%	-6.2%	19.1%	-6.8	-10.2%	i	4.1%	18.6%
CC(=O)Nc1nc(COc2ccc3ccccc3c2)cs1	-13.4%	24.3%	0.7%	48.5%[activator]	-5.0	-16.4%	-4.2%	·	-4.2%

Only part of the results is shown; rates above refer to the full screens.
